Compound activity: PubChem, National Center for Advancing Translational Sciences (NCATS)
Tb PFK inh = T. brucei PFK enzyme inhibition; hit rate 0.17% among 330,000; Potency, µM (titrated, usually from 57.5 µM), without a hit: at the top dose activity, negative = inhibition, usual class: inhibitors; T. brucei PFK, ADP-Glo luminescence;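 further: potency means the concentration at half of the fitted maximal effect; 0% = uninhibited 1x PFK enzyme wells and -100% = no-enzyme wells; nearly all actives have a fitted effect of over 60% in size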
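Activity is normalized to no-enzyme wells (full inhibition) and 1.25 nM enzyme wells (no inhibition). Reaction: 0.5 mM F6P, 0.1 mM ATP, 45 min RT, ADP-Glo luminescence; concentration-response curves fitted and classed by quality.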
A-T KAP1 phos = candidate therapy for ataxia-telangiectasia | Potency, µM (series often up to 57.5 µM), without a hit: at the top dose activation, most hits filed as activators | hit rate 0.19% among 320,000 | […] A-T fibroblasts, KAP-1 phosphorylation AlphaLISA; neocarzinostatin DNA damage 30 min before lysis; further: potency means the concentration at half of the fitted maximal effect; % of control where 0% means no effect; nearly all actives have a fitted effect of over 45% in size
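ATM-like activity read as KAP-1 phosphorylation via AlphaLISA donor/acceptor antibody pairs after lysis and 6 hr at 25C. Cells were ATM-null patient fibroblasts ([…], hTERT), dosed 60 min, then exposed to the DSB inducer NCS for 30 min.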
TCR activator = activates T cell receptor signaling; 330,000 tested, under 10 active; primary human leukocytes, anti-CD3, IL-2 HTRF, 48 h; Potency, µM (highest dose often 9.22 µM), without a hit: at the highest dose activation of IL-2 secretion, actives largely listed as activators; further: % of control where 0% means no effect
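Readout: HTRF IL-2, Eu-cryptate/d2 antibody pair, 320nm excitation, 665nm emission. Stimulus: a-CD3 beads, no co-stimulation. Cells: primary human leukocytes. Exposure: 48 hr with compound.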
Mito fusion act = mitochondrial division inhibition or fusion activation. S. cerevisiae fusion-defective mutant growth rescue, CellTiterGlo 48 h. Potency, µM (doses to about 46.1 µM), for the others: at the highest dose growth rescue (activation), hits mostly activators. hit rate 0.23% among 320,000. AID 485298;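 further: potency means the concentration at half of the fitted maximal effect; % of control where 0% means no effect; nearly all actives have a fitted effect of over 45% in size; temperature-sensitive fusion mutants such as fzo1-1 at 37 °C on non-fermentable ethanol glycerol medium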
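Compounds are tested for their ability to restore growth of mitochondrial fusion-defective yeast strains at non-permissive 37C in YPEG medium over 48 hours. Viability is quantified by luciferase luminescence.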
TSG101-PTAP inh = blocks PTAP/TSG101 interaction to inhibit HIV-1 budding | Fluorescence polarization, FITC-PTAP peptide / Tsg101 binding | 340,000 tested, under 10 active | Potency, µM (doses to about 115 µM), inactives show at the highest dose activity change, negative = inhibition, most hits filed as inhibitors | AID 493005; active means well fitted inhibition curve with a large enough effect in the main read-out, with a control signal flat, not every such curve was filed as active; inconclusive means small, poorly fitted or top-dose-only effect, or effect the other way, or a change in a side signal; inactive means no such curve, though single readings can be large or run the other way; further: potency means the concentration at half of the fitted maximal effect; % of control where 0% means no effect
Target sequence (Q99816 whole entry, looked up): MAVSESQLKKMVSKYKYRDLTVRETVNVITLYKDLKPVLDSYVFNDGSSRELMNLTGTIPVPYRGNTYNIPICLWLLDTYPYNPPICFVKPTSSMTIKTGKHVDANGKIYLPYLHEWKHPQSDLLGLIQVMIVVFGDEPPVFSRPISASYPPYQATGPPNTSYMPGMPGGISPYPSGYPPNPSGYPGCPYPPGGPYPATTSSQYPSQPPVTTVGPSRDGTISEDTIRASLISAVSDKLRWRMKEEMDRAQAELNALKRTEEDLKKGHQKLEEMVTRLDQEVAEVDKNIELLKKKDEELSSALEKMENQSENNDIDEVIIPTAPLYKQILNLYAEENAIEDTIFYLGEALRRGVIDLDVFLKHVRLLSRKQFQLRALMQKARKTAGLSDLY
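Fluorescence anisotropy tracks displacement of a FITC-tagged PTAP peptide (50 nM) from the Tsg101 binding domain (10 uM), following a 20 min room-temperature incubation at pH 7.5.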
ASM inhibitor = human S-ASM enzyme inhibition; P17405; placental ASM, HMU-PC fluorogenic substrate, 60 min; Potency, µM (highest dose often 57.5 µM), for inactives: top-dose activity change, negative = inhibition, hits mostly inhibitors; hit rate 0.006% among 340,000; AID 504937; further: potency means the concentration at half of the fitted maximal effect
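HMU-PC0 cleavage (9 uM final) by human placental ASM, 60 min at 37 °C following 10 min compound exposure at RT; stopped at pH 10, fluorescence Ex 386/Em 447 nm.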
a7 integrin act = integrin-mediated muscular dystrophy alleviation activation. alpha7betagal myoblasts, beta-gal FDG fluorescence, 48 h. Potency, µM (top dose mostly 38.3 µM), for the others: top-dose activation, actives largely listed as activators. hit rate 0.064% among 350,000. AID 624291;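 further: potency means the concentration at half of the fitted maximal effect; 100% = response of the positive control SU9516; nearly all actives have a fitted effect of over 60% in size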
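alpha7betagal+/- myoblasts (passage 13, 250/well) treated 48 h at 37C with compounds at 1:260 dilution of DMSO stock. Lysed, then beta-galactosidase activity read as FDG fluorescence (ex 480/em 540) after 30 min, with pre-read for autofluorescence.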
TSHR antagonist = blocks TSH signaling through the human TSH receptor | P16473 | TSHR-expressing cells, TSH-stimulated cAMP HTRF, 2 h; stronger effect = lower value | activity change, negative = inhibition, % at 11.5 µM | hit rate 0.2% among 330,000 | AID 504810;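 active means activity change below a set negative limit, meaning inhibition stronger than a set level, cut at about -70% in these data; inconclusive means activity change between two set negative limits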; further: on the % scale 0 is the no-effect control and ±100 the full control effect
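Competitive HTRF cAMP read-out (cryptate anti-cAMP antibody, cAMP-d2; 30 min, room temperature) in freshly harvested TSHR cells. Compounds added before TSH at EC80 (4nM final), followed by 2 hours' incubation at 37 deg C.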
Chronic BCR inh = chronic active BCR signaling inhibition | hit rate 0.05% among 340,000 | ABC-DLBCL IkBa-CBG/CBR reporter, luminescence ratio, 4 h | Potency, µM (highest dose often 46.1 µM), for the others: top-dose ratio change, negative = lower green/red ratio, hits mostly inhibitors; active means well fitted inhibition curve with a large enough effect in the signal ratio, with a control signal flat, not every such curve was filed as active; inconclusive means small, poorly fitted or top-dose-only effect, or effect the other way, or a change in a side signal; the % refers to the signal ratio;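 further: potency means the concentration at half of the fitted maximal effect; plate controls were basal doxycycline-induced cells for no effect and cells given 10 µM MG132 for full effect; MG132 reads +100%, hits lower the ratio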
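Doxycycline induced both beetle luciferases in TMD8 lymphoma cells; IKK-driven degradation limits the IkappaBalpha-fused green signal, while red luminescence normalises for cell number and nonspecific effects. Compounds tested up to 46 uM, 4 hrs.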
Eya2 phos inh = Eya2 (human) phosphatase inhibition; hit rate 0.006% among 330,000; Potency, µM (top dose mostly 76.9 µM), for inactives: at the top dose activity, negative = inhibition, usual class: inhibitors; O00167; recombinant Eya2, OMFP fluorescence dephosphorylation (OMFP is methylfluorescein phosphate); further: potency means the concentration at half of the fitted maximal effect; on the % scale 0 is the no-effect control and ±100 the full control effect
Target sequence (O00167 whole entry, looked up): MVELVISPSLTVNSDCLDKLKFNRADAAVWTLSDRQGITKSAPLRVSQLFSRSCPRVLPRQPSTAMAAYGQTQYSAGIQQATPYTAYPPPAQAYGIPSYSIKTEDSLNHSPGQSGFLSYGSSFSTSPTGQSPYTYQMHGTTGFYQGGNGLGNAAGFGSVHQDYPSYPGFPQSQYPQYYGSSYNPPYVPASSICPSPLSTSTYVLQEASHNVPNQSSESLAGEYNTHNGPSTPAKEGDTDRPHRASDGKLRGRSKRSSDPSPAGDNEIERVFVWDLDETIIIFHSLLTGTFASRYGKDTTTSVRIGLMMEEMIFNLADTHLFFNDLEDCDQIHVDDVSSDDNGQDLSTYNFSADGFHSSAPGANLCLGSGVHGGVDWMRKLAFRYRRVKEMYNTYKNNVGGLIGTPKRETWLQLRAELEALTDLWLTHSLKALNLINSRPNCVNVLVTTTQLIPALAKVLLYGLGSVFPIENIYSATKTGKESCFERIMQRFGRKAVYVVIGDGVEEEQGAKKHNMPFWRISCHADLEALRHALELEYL
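Eya2 protein (added as 0.2 uM solution) was preincubated with compound for 10 min at ambient temperature in 50 mM HEPES pH 7.5, 50 mM NaCl, 5 uM MgCl2, 0.05% BSA, 1 mM DTT. OMFP (added at 50 uM) then reacted 10 min; fluorescence read at 485/525 nm.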
ELG1 repair inh = inhibitors of ELG1-dependent DNA repair in HEK293T cells. AID 504467. Potency, µM (highest dose often 46.1 µM), without a hit: top-dose activity change, negative = inhibition, most hits filed as inhibitors. HEK293T ELG1-luciferase reporter, luminescence, 16 h; DNA damage induced by 5-fluorouridine. hit rate 2.3% among 330,000; further: potency means the concentration at half of the fitted maximal effect; on the % scale 0 is the no-effect control and ±100 the full control effect; nearly all actives have a fitted effect of over 55% in size
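Luminescence from the luciferase reporter, measured 30 min after ONE-Glo reagent at room temperature, was the read-out. Beforehand, 2,000 cells per well were exposed for 16 hr at 37 °C to 5-fluorouridine together with compound or vehicle.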
* marks the source's active call; other numbers are inactive results; ? = inconclusive; / = no result given; [ ] = another dose, or the depositor's remark. Unless noted, the call rests on the fitted dose curve; in most records, active means well fitted curve in the direction sought with a large enough effect; inconclusive means small, poorly fitted or top-dose-only effect, or another doubt; inactive means no such curve, though single readings can be large; an effect the other way counts as inactive or inconclusive.

Molecule	ELG1 repair inh	Chronic BCR inh	Mito fusion act	ASM inhibitor	A-T KAP1 phos	TSG101-PTAP inh	a7 integrin act	TCR activator	Tb PFK inh	TSHR antagonist	Eya2 phos inh
CC(=O)N(CCCNC(=O)c1ccccc1)C(=O)c1ccccc1	15%	2%	-8%	1%	-8%	-4%	14%	-6%	0%	3	5%
CCN1CCN(C(CNC(=O)c2ccc3c(c2)OCO3)c2cccnc2)CC1 (configuration not stated)	?	0%	-2%	7%	6%	0%	-5%	-4%[46.1 µM]	-5%	6	7%
O=C(Nc1ccc(Oc2cccc(C(F)(F)F)c2)nc1)c1cccs1	?	1%	6%	-5%	14%	-3%	-20%	3%	-22%	-18	0%
CCc1ccc(NC(=O)COn2nnc3ccc(S(=O)(=O)N(C)C)cc32)cc1	0%	?	-6%	-4%	3%	-2%	-5%	-3%	-2%	16	-29%
Cc1ccc(Sc2ccc(C(=O)N(C)C)cc2[N+](=O)[O-])cc1	/	-2%	-1%	-2%	-1%	-3%	-16%	-2%	4%	-9	0%
COc1cccc(CNC(=O)CCC2CCCN(C(=O)c3cc(C)[nH]n3)C2)c1 (configuration not stated)	-16%	-3%	-4%	1%	-5%[11.5 µM]	-6%	?	7%	0%	13	4%
O=C(CNCC1CCCCC1)Nc1cccc(S(=O)(=O)N2CCOCC2)c1	13%	-4%	0%	6%	-1%	-3%	6%	-2%	3%	-5	10%
O=[N+]([O-])c1c(NCCO)cc(N2CCN(Cc3ccc4c(c3)OCO4)CC2)c2nonc12	21µM*	6%	0%	44%	-3%	1%	-4%	3%[46.1 µM]	-1%	-12	-1%
O=C(NCCn1cc(SCc2ccccc2)c2ccccc21)c1ccccc1F	13µM*	-1%	?	-8%	23%	-1%	-9%	3%	-4%	-32	-5%
COc1ccc(NC(=O)NNC(=O)c2ccc3ccccc3c2)cc1OC	25%	-8%	3%	0%	-2%	1%	-14%	-7%	2%	-6	-3%
COc1ccc2nc(NC(=O)CN(C)S(=O)(=O)c3cccs3)sc2c1	?	?	11%	-5%	-1%	-4%	22%	7%	-5%	-3	9%
CCOc1cc(C2CC(=O)Nc3cc(C)c(C)cc32)ccc1O (configuration not stated)	-19%	?	7%	-9%	13%	-4%	0%	-2%	0%	19	-3%
Nc1cc(-c2ccccc2)nn1S(=O)(=O)c1ccc(F)cc1	?	16%	1%	-2%	3%	-3%	0%	-3%	2%	-11	-5%
CN(C)S(=O)(=O)c1cccc(-c2nnc3n2CCCCC3)c1	10%	-3%	-1%	2%	-23%	-2%	?	8%	-7%	-2	5%
CCC(CO)Oc1cc(NCc2ccc(Cl)cc2Cl)c2ncn(C(C)C)c2c1 (configuration not stated)	-28%	-8%	/	-14%	0%	-6%	20%	-3%	0%	10	21%
COC(=O)c1ccccc1NC(=O)Cn1cc(Br)cn1	?	8%	6%	-1%	/	-4%	4%	-1%	8%	-8	-11%
COc1ccc2c(c1)OC(c1ccccc1)(C(F)(F)F)NC2=O (configuration not stated)	18%	?	0%	-1%	-2%	0%	-16%	1%[46.1 µM]	-4%	-7	-21%
CCCN(Cc1ccco1)S(=O)(=O)c1ccc(OC)c(OC)c1	-2%	?	-6%	9%	5%	0%	12%	-11%	11%	-8	9%
Cc1c(C)c2c(OCC(=O)N3CCC(C(=O)NCC(C)C)CC3)cc3c(c2oc1=O)CCC(C)(C)O3	?	0%	-4%	21%	8%	-2%	42%	2%	-1%	-15	3%
Clc1ncnc2scc(C3COc4ccccc4O3)c12 (configuration not stated)	?	?	-24%	-1%	-3%	-7%	-49%[inhibitor]	-4%[46.1 µM]	0%	-12	1%
Cc1ccc(NC(=O)c2cc(NC(=O)c3ccccc3C(=O)O)ccc2N2CCCCC2)cc1	8%	?	-3%	-1%	-5%	-11%	7%	/	1%	1	-10%
COCCCn1nnnc1SCC(=O)N1CCN(C(=O)c2ccco2)CC1	10%	0%	5%	4%	0%	-1%	-15%	-2%	-2%	1	12%
CCn1ncc(/C=N\NC(=O)c2csc3ccccc23)c1C	?	?	4%	2%	-1%	0%	17%	-6%	0%	-2	-14%
COc1ccc(CC(=O)Oc2cc(C)[nH]c(=O)c2[N+](=O)[O-])cc1	?	0%	3%	1%	-7%	-4%	-13%	-1%[46.1 µM]	4%	10	0%
COc1ccc(C2CC(c3ccccc3)=NN2C(=O)COC(=O)c2cc(S(=O)(=O)N3CCOCC3)ccc2Cl)cc1 (configuration not stated)	?	4%	2%	1%	-1%	0%	27%	-1%	4%	8	-10%

Individual results from above.
Value for `O=[N+]([O-])c1c(NCCO)cc(N2CCN(Cc3ccc4c(c3)OCO4)CC2)c2nonc12` in Tb PFK inh: -1%
Value for `CC(=O)N(CCCNC(=O)c1ccccc1)C(=O)c1ccccc1` in Mito fusion act: -8%

(cont.)
Molecule	ELG1 repair inh	Chronic BCR inh	Mito fusion act	ASM inhibitor	A-T KAP1 phos	TSG101-PTAP inh	a7 integrin act	TCR activator	Tb PFK inh	TSHR antagonist	Eya2 phos inh
Cc1nc2ccccc2c(=O)n1NC(=O)c1ccc([N+](=O)[O-])cc1Cl	-11%	3%	0%	0%	-2%	0%	-7%	8%	0%	5	-1%
CCC(C)Nc1ncnc2c1cnn2Cc1ccc(Cl)cc1 (configuration not stated)	?	-10%	3%	-1%	0%	-12%	0%	9%	-19%	-20	11%
CN(CC(=O)NCc1ccc(F)cc1)S(=O)(=O)c1ccc2c(c1)n(C)c(=O)c(=O)n2C	12%	3%	0%	-2%	20%	-1%	25%	3%	-2%	-7	6%
O=C(NC1CCN(Cc2ccccc2)CC1)c1ccc(Cl)cc1Cl	-15%	0%	13%	3%	-7%	-1%	-26%	0%	-3%	0	5%
CC1CCN(C(=S)c2cn(Cc3ccc(F)cc3)c3ccccc23)CC1	13%	2%	-4%	-6%	4%	-2%	-42%	-7%	0%[0.46 µM]	10	-5%
COc1ccc2oc(C(=O)N(CC(C)C)C3CCS(=O)(=O)C3)c(C)c2c1 (configuration not stated)	3%	-1%	6%	0%	13%	-3%	-4%	0%	-6%	-6	-24%
COc1cccc(C(=O)N/N=C2\SCC(=O)N2Cc2ccc3c(c2)OCO3)c1	6%	-13%	-9%	2%	3%	-6%	-9%	7%	-2%	2	-23%
CC(=O)NS(=O)(=O)c1ccc(NC(=O)c2cccc(OCc3c(C)noc3C)c2)cc1	21%	0%	-3%	-3%	2%	0%	0%	1%	-2%	20	-7%
C/C(=N\NC(=O)c1ccn(C)n1)c1ccc(NC(=O)c2cccc(F)c2)cc1	?	?	-1%	-3%	-15%	-3%	1%	-2%	3%	-8	-3%
CCc1nc2c(n1O)CCc1nonc1-2	1%	3%	-5%	5%	3%	-4%	-26%	-2%	0%	-3	1%
CC1CCCC(C)N1/N=C/c1cccc(Br)c1 (configuration not stated)	-3%	2%	0%	8%	-6%	0%	0%	3%	-2%	3	7%
COc1cc(C2=NOC(C(=O)Nc3ccc4c(c3)OCO4)C2)cc(OC)c1OC (configuration not stated)	-13%	-6%	-19%	-2%	-31%	-4%	-18%	-5%	1%	-3	2%
O=C(O)CCn1c(SCCOc2ccccc2)nc2ccccc21	?	6%	-2%	9%	-12%	-7%	21%	/	0%	3	7%
O=C(O)c1ccc(Cl)c(S(=O)(=O)NCc2ccco2)c1	4%	4%	-1%	7%	2%	-5%	5%	-4%	-1%	-9	-4%
CCCn1c(SCC(=O)N2c3ccccc3Sc3ccccc32)nc2ccccc21	-7%	12%	?	1%	9%	-6%	10%	-6%[46.1 µM]	4%	-9	1%
Cc1nc(-c2ccc(NC(=O)c3ccco3)cc2)cs1	?	?	-36%[inhibitor]	-1%	-1%	-5%	16%	1%	-14%	-5	1%

Rows are unselected (roughly 3.2% active in at least one column).
